m5-HT2A agonist: activates the mouse 5-HT2A serotonin receptor; P35363; CHO-K1 mHTR2A beta-arrestin complementation, luminescence; percent of 30 µM serotonin response; activation, % at 7.6 µM; 360,000 compounds, 0.66% hits; AID 624169;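 active = activation above a run cutoff, the mean activation of all tested compounds plus 3 SD, cut at about 14% in these data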;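 also: 0% = plate median of compound wells and 100% = 30 µM serotonin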
ABCB6 inh MLPCN: inhibitors of human ABC transporter ABCB6 | Q9NP58 | K562-ABCB6 porphyrin accumulation, flow cytometry, 1 h; hits give low values | fluorescence ratio to DMSO, % at 10 µM | 360,000 compounds, 0.19% hits;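 active = fluorescence ratio to DMSO below 75%, the collection mean minus 3 SD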;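 also: signal is porphyrin accumulated inside mitochondria; 100% equals median channel fluorescence of DMSO control wells; lower ratio means ABCB6 inhibition with less porphyrin fluorescence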
Target sequence (Q9NP58 whole entry, looked up): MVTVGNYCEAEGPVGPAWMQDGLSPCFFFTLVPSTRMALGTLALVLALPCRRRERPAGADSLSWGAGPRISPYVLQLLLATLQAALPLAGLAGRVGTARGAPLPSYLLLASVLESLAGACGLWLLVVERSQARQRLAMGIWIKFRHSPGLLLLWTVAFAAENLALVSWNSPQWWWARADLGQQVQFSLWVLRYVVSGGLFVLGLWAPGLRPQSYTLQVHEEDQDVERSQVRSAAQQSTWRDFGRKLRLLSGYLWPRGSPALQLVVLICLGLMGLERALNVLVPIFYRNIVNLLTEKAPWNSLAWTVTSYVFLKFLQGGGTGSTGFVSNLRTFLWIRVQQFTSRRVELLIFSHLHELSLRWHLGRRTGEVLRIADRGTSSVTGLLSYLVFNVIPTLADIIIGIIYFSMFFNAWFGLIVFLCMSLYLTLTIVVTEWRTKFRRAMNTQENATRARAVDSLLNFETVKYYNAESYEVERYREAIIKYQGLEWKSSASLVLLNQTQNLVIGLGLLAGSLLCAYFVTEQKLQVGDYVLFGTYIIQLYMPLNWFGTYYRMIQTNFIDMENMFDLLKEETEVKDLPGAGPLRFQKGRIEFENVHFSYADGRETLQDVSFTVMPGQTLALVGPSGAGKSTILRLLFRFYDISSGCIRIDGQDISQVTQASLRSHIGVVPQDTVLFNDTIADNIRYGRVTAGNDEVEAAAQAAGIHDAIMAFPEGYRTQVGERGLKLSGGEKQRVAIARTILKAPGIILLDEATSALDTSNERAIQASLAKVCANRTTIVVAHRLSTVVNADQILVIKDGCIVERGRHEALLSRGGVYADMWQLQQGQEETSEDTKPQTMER
Cardio protect: modulators protecting cardiomyocytes from myocardial damage | H9c2 cardiomyocytes, H2O2 injury protection, ATPLite, 2 h | protection from H2O2 cell death, % at 20 µM | 360,000 compounds, 0.63% hits;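 active = compounds giving at least 50% protection of heart cells from peroxide-induced death in the single-dose screen, raw or plate-pattern-corrected value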;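 also: 0% = DMSO wells with peroxide and 100% = DMSO wells without peroxide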
MC4R antagonist: antagonists of human melanocortin 4 receptor (MC4R); P32245; MC4R-expressing cells, MTII-stimulated cAMP, LANCE TR-FRET; inhibition, % at 6.5 µM; 360,000 compounds, 0.48% hits; AID 540295;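 active = inhibition above its plate's cutoff, the mean of tested wells on that plate plus 3 SD, cut at about 29% in these data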;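 also: 0% = Melanotan II alone and 100% = Melanotan II plus saturating MCL0020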
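Material: human MC4R-expressing U2OS cells. Probe or stimulus: Melanotan II challenge. Dosing: 6.5 µM single dose. Times: 30-min compound, 1-h challenge, 1-h detection, room temperature. Technique: TR-FRET with Eu-cAMP and labeled anti-cAMP, 671 nm. Replication: singlicate.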
N-glyco inh: blocks N-linked glycosylation in D54 reporter cells | D54 ERlucT glycosylation luciferase reporter, 24 h; percent of 100 nM tunicamycin response | 360,000 compounds, 0.23% hits | reporter increase, % at 12.5 µM;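 active = mean luciferase reporter signal, scaled so untreated is 0 and the glycosylation-blocking control 100, at or above a set limit in every replicate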;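 also: luciferase carries N-glycosylation sites so blocking glycosylation raises the light; 0% = median of neutral control wells and 100% = median of 100 nM tunicamycin wells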
NOD2-RIPK2 inh: inhibitors of human NOD2-RIPK2 interaction; 360,000 compounds, 0.38% hits; CHO BLA complementation NOD2-RIPK2, CCF4 ratio; inhibition, % at 4.98 µM; O43353; in the data active = inhibition above about 21%;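 also: 0% = vehicle only and 100% = reference blocker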
ABHD5-PLIN5 inh: blocks binding of human ABHD5 to perilipin-5; Q00G26+Q8WTS1; 360,000 compounds, 0.78% hits; inhibition, % at 4 µM; Split G. princeps luciferase complementation, luminescence, 4 h;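 active = inhibition above the mean inhibition across every tested compound plus 3 SD, cut at about 22% in these data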;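 also: 0% = DMSO only wells and the 100% control is not disclosed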
NCOA2 inhibitor: inhibits human steroid receptor coactivator 2; AID 651957; HEK293 GAL4-SRC2 luciferase reporter, luminescence; Q15596; inhibition, % at 9 µM; 370,000 compounds, 0.17% hits;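 active = inhibition above the mean inhibition of all tested compounds plus 3 SD, set per campaign, cut at about 52% in these data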;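 also: 0% = DMSO treated cells and 100% = cells given Gossypol at 36 µM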
TLR9-MyD88 inh: blocks human TLR9 binding to MyD88 | Q9NR96+Q99836 | CHO BLA complementation TLR9-MyD88, CCF4 FRET ratio | inhibition, % at 4.98 µM | 340,000 compounds, 0.21% hits | AID 504734;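 active = inhibition above the mean over all tested compounds plus 3 SD, cut at about 21% in these data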;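 also: 0% = DMSO only wells and 100% = clavulanate BLA inhibitor control wells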
MC4R barr agon: human MC4R agonism via beta-arrestin. U2OS MC4R beta-arrestin complementation, luminescence; percent of melanotan II response, DMSO zero. activation, % at 8.9 µM. 360,000 compounds, 0.98% hits;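 active = activation above a per-plate cutoff, the mean activation of sample wells on that plate plus 3 SD, cut at about 8% in these data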
* = called active by the depositor; . = not tested or not shown.

Each structure is followed by: m5-HT2A agonist	ABCB6 inh MLPCN	Cardio protect	MC4R antagonist	N-glyco inh	NOD2-RIPK2 inh	ABHD5-PLIN5 inh	NCOA2 inhibitor	TLR9-MyD88 inh	MC4R barr agon
> Cc1cccc(C(C)C)c1NC(=O)c1cc2ccccc2o1
    1	99	1	1	1	-9	1	-6	6	1.2
> COc1cccc(NC(=O)NC2CC(=O)N(c3ccc4c(c3)OCCO4)C2)c1 (centres undefined)
    -4	95	-1	-2	0	-10	-4	-6	2	-1.2
> COc1cccc(-c2nc3n(n2)C(c2ccccc2Cl)C(C(N)=O)=C(C)N3)c1 (centres undefined)
    0	102	-6	5	5	-3	-5	-32	13	-1.7
> CCOC(=O)c1cc(-c2ccccc2)nn1Cc1cc(C)no1
    -1	99	-15	8	-2	-6	2	-42	8	0.7
> CCC1=Nc2cc(C(=O)NCCN3CCCC3)ccc2Sc2ccccc21
    -9	100	6	-6	-1	-4	4	-7	-14	-4.0
> Clc1ccccc1CN1CCSCC1
    6	97	2	9	2	-6	3	-30	-11	0.5
> Fc1ccc(-c2nnc(-c3ccc(Cl)cc3Cl)o2)cc1
    -9	80	-38	-1	-7	-17	1	-50	-2	0.2
> COc1ccc(C(=O)N2CCCN(C)CC2)c(OC)c1
    -4	97	6	2	2	-1	0	-13	-10	0.9
> CC(C)CNS(=O)(=O)c1ccc(S(=O)(=O)N2CCN(C3CCCC3)CC2)cc1
    6	96	-4	5	-3	1	-3	-12	-3	-0.3
> Cc1cc(N2CCCC2)n2nc(C)nc2n1
    5	98	-7	2	3	-10	1	-19	-5	-0.9
> CCOC(=O)C1CCCN(C2CC(=O)N(c3cccc(C(F)(F)F)c3)C2=O)C1 (centres undefined)
    -2	101	-3	-7	2	-5	-1	-8	-5	0.4
> CC1(C(=O)Nc2ccc3c(c2)OCCO3)CCN1C(=O)Cc1ccc(-c2ccccc2)cc1 (centres undefined)
    1	91	-23	4	-6	-7	-2	1	.	-0.4
> COc1ccc(/C=C2/SC(=S)N(CCCC(=O)Nc3ccc(O)cc3)C2=O)cc1OC
    3	98	4	5	-2	-1	6	23	6	2.1
> COc1ccc(CC(=O)OCC(=O)Nc2ccc3c(c2)OCO3)cc1
    -2	100	-6	1	2	0	6	-4	-1	0.8
> Nc1nc(SCC(=O)NCC2CCCO2)n[nH]1 (centres undefined)
    2	94	2	11	1	-3	4	-19	-10	-1.6
> Cc1cc(NS(=O)(=O)c2ccc(NC(=O)C(C)Oc3ccccc3Cl)cc2)no1 (centres undefined)
    2	95	9	0	1	4	-13	4	-6	-1.1
> CC1CCCC(C)N1S(=O)(=O)c1ccc(NC(=O)c2ccccc2C(=O)N2CCOCC2)cc1 (centres undefined)
    -1	100	18	4	0	-6	2	-11	-6	1.7
> CC1(C(=O)NS(=O)(=O)C2CC2)CCN(C(=O)c2cc3ccccc3s2)C1 (centres undefined)
    5	94	9	11	4	-11	12	6	.	-0.4
> CC(C)CCc1noc(CN2CCC(CCN3CCCC3=O)CC2)n1
    -2	102	0	18	1	2	-4	-11	0	-1.8
> CC(=O)c1c(COC(=O)c2cccc(C)c2)nc2ccccc2[n+]1[O-]
    2	101	-1	5	-4	0	9	12	-8	2.0
> CN(C)c1ccc(C2CC(=O)C=C(Nc3ccccc3N)C2)cc1 (centres undefined)
    -2	102	6	12	-2	-6	-1	-20	.	1.2
> O=C(Nc1c(-c2ccccc2)nc2ccccn12)c1ccccc1F
    -6	99	1	-5	-1	1	1	-13	6	-0.6
> COc1ccccc1OCCNC(=O)c1ccccc1OCc1c(C)noc1C
    -5	98	4	2	-1	-16	3	17	-4	-1.7
> O=C(NCc1ccccn1)c1n[nH]c(=O)c2ccccc12
    -6	94	30	13	2	0	-5	-6	-5	-0.2
> NC(=S)N/N=C/c1ccc(-c2ccc(SC(F)F)cc2)o1
    2	98	6	-2	-4	3	-13	-20	-1	-1.8
> Cn1cccc1C(=S)N1CCOCC1
    2	88	4	-4	-1	-1	-40	15	-3	-0.9
> CCOC(=O)c1oc2ccccc2c1CSc1nnnn1-c1ccc(C)cc1
    0	88	0	-5	-4	-5	-1	0	0	6.0
> Fc1ccc(-c2csc(-c3ccncc3)n2)cc1
    2	100	-6	19	2	8	-2	-17	4	3.0
> Cc1ccc(NC(=O)CC2C(=O)N(Cc3ccccc3)C(=S)N2NC(=O)c2cccc(F)c2)c(C)c1 (centres undefined)
    -2	98	-9	10	1	-10	2	13	-3	2.8
> CCC(C)Nc1nnnc2c1sc1nc3c(cc12)COC(C)(C)C3 (centres undefined)
    1	103	1	0	4	-3	0	-22	4	-1.0

Full records as entered above. Order of screens: m5-HT2A agonist, ABCB6 inh MLPCN, Cardio protect, MC4R antagonist, N-glyco inh, NOD2-RIPK2 inh, ABHD5-PLIN5 inh, NCOA2 inhibitor, TLR9-MyD88 inh, MC4R barr agon
COc1ccc(/C=C2/SC(=S)N(CCCC(=O)Nc3ccc(O)cc3)C2=O)cc1OC is listed with 3, 98, 4, 5, -2, -1, 6, 23, 6, 2.1
Cc1cc(N2CCCC2)n2nc(C)nc2n1 is listed with 5, 98, -7, 2, 3, -10, 1, -19, -5, -0.9
CCOC(=O)c1oc2ccccc2c1CSc1nnnn1-c1ccc(C)cc1 is listed with 0, 88, 0, -5, -4, -5, -1, 0, 0, 6.0
CCC1=Nc2cc(C(=O)NCCN3CCCC3)ccc2Sc2ccccc21 is listed with -9, 100, 6, -6, -1, -4, 4, -7, -14, -4.0
CCC(C)Nc1nnnc2c1sc1nc3c(cc12)COC(C)(C)C3 (centres undefined) is listed with 1, 103, 1, 0, 4, -3, 0, -22, 4, -1.0

Returning to the listing; the 3 compounds before the break are reprinted first.
Each structure is followed by: m5-HT2A agonist	ABCB6 inh MLPCN	Cardio protect	MC4R antagonist	N-glyco inh	NOD2-RIPK2 inh	ABHD5-PLIN5 inh	NCOA2 inhibitor	TLR9-MyD88 inh	MC4R barr agon
> Fc1ccc(-c2csc(-c3ccncc3)n2)cc1
    2	100	-6	19	2	8	-2	-17	4	3.0
> Cc1ccc(NC(=O)CC2C(=O)N(Cc3ccccc3)C(=S)N2NC(=O)c2cccc(F)c2)c(C)c1 (centres undefined)
    -2	98	-9	10	1	-10	2	13	-3	2.8
> CCC(C)Nc1nnnc2c1sc1nc3c(cc12)COC(C)(C)C3 (centres undefined)
    1	103	1	0	4	-3	0	-22	4	-1.0
> CCCCOc1ccc(/C=C/C(=O)NC2=Nc3ccccc3NC(C)=C2C(=O)OCC)cc1OC
    -2	89	19	1	-4	8	-1	0	0	0.6
> Nc1cccc(C#Cc2ccc3c(=O)c4ccccc4oc3c2)c1
    2	98	-1	1	-13	2	-3	-47	-2	5.7
> CCc1nnc(NC(=O)c2cc(S(=O)(=O)N(CC)CC)ccc2Cl)s1
    -2	97	-2	21	1	-11	8	-15	-3	-1.5
> COc1ccc(C(O)c2ncc(-c3ccccc3C)[nH]2)cc1F (centres undefined)
    5	94	-2	2	1	1	7	-1	.	-1.1
> CCc1cc(=O)oc2cc(C)cc(OC(C)C(=O)NCc3cccnc3)c12 (centres undefined)
    -3	101	4	9	0	3	7	-3	-4	-3.1
> CCOC(=O)N/N=C/c1cccnc1
    1	102	2	-6	1	-1	0	-17	8	0.1
> Cn1c(CNC(=O)C(C)(C)C)nc2ccccc21
    7	100	-1	3	1	5	2	10	-11	-1.8
> COc1cc([N+](=O)[O-])ccc1NC(=O)COC(=O)c1n[nH]c2ccccc12
    -5	94	-7	3	0	4	-2	-1	-1	0.6
> Cc1ccc(CNC(=O)c2cn(C)c3ccc(S(=O)(=O)N4CCOCC4)cc3c2=O)cc1
    -11	103	4	4	12	-4	-8	-4	6	-3.5
> O=C(Nc1ccccc1C(=O)O)c1ccc2ccccc2n1
    -1	97	-10	0	1	-2	-7	-56	-2	0.5

Assay outcomes deposited in PubChem BioAssay by several laboratories.

Some of the compounds tested; the hit share may differ from the screen's.
